# High-throughput results (PubChem)
# Lmaj promast – Leishmania major promastigote growth inhibition | Leishmania major promastigotes, resazurin fluorescence viability | inhibition, % at 10 µM | 200,000 tested, 9% active | AID 1063; in the data active = inhibition above about 50%;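 note: promastigotes grown with compound for 44 hours at 28 °C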
# DTT redox prof – compounds producing H2O2 with reducing agent – biochemical, NIH compound library profiling, artefact control for MLSCN library redox annotation, primary screen; DTT-dependent redox cycling H2O2, phenol red/HRP absorbance; 100% = 100 µM peroxide control, 0% = buffer; activation, % at 10 µM; 200,000 tested, 0.03% active;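 active = activation of at least 50% relative to the plate's high and low controls in the primary single-dose screen; inactive = activation below 50%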;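 note: compound incubated with DTT at 0.8 mM final as the reducing agent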
# bIAP act – increases bovine intestinal alkaline phosphatase activity. 200,000 tested, 0.17% active. activation factor at 20 µM. purified bovine IAP, CDP-star luminescence, 30 min; stronger effect = higher value; fold of DMSO-control signal, blank-subtracted. AID 1016;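 active = activation factor of 2 or more at 20 µM, a signal rise over negative controls twice the positive control's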
# TR-FRET SRC-2 ct – counter-screen for PPARgamma SRC-2 recruitment agonists: TR-FRET artefact | stronger effect = higher value | AID 1049 | 200,000 tested, 0.4% active | TR-FRET ratio at 8 µM; in the data active = TR-FRET ratio above about 2000; note: inactives centre near 1500; reference of the scale not given here
# PPARg SRC-3 ag – agonists of human PPARgamma SRC-3 coactivator recruitment. 200,000 tested, 0.26% active. P37231. AID 731. activation, % at 8 µM. biochemical PPARgamma/SRC-3 coactivator recruitment assay; in the data active = activation above about 23%;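 note: 0% = DMSO and 100% = reference agonist; some compounds past the cut are filed as inactive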
# bIAP inhibitor – blocks bovine intestinal alkaline phosphatase activity. purified bovine IAP, CDP-star luminescence, 30 min. inhibition, % at 20 µM. 190,000 tested, under 10 active;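 active = over 50% inhibition of intestinal alkaline phosphatase at 20 µM in the single-dose screen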
#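 Assay system: bovine IAP enzyme; medium: DEA buffer 100 mM, pH 9.8, with MgCl2 1.0 mM, ZnCl2 0.02 mM; doses: 20 µM single dose; incubation: enzyme reaction for 30 min at room temperature; detection: CDP-star luminescence signal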
# ROMK mod – modulators of human ROMK potassium channel | Tet-inducible ROMK, thallium flux fluorescence; actives lie on both sides | B-score at 10 µM | P48048 | 130,000 tested, 2% active | AID 1918;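 active = signal ratio slope over the read window, or its plate-corrected B-score, at least 3 SD from the plate mean, either direction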;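 note: B-score of the F/F0 ratio slope over 7 to 12 s after thallium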
# Target sequence (P48048 whole entry, looked up): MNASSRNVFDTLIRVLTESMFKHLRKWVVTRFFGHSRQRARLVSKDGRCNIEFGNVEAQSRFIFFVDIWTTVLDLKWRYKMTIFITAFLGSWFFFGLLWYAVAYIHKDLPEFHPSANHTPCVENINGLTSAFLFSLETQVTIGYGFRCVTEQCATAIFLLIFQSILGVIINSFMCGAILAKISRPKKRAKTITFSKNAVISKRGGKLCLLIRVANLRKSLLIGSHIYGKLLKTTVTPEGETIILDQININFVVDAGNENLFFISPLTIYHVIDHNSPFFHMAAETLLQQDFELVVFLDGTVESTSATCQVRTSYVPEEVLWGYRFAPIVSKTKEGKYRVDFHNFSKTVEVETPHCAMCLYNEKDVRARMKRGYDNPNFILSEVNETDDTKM
# TLR4 MyD88 comp – TLR4-MyD88 interaction inhibition in cells; O00206+Q99836; HeLa CL3-4 TLR4/MyD88 BLA complementation, FRET ratio; inhibition, % at 8.4 µM; 200,000 tested, 0.18% active; AID 861; in the data active = inhibition above about 25%;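 note: 0% = vehicle and 100% = reference inhibitor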
# PPARg SRC-2 ag – PPARgamma-driven SRC-2 recruitment agonism | P37231 | PPARgamma LBD-SRC-2 recruitment, biochemical | activation, % at 8 µM | 200,000 tested, 0.34% active | AID 1032; in the data active = activation above about 22%;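 note: 0% = vehicle and 100% = reference agonist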
# PPARg SRC-1 ag – promotes SRC-1 coactivator recruitment by human PPARgamma; activation, % at 8 µM; PPARgamma-SRC-1 coactivator recruitment biochemical assay; AID 631; 200,000 tested, 0.41% active; P37231; in the data active = activation above about 19%;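 note: 0% = DMSO and 100% = reference agonist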
# S1P3 antagonist – S1P3 (human) receptor antagonism; Q99500; CHO S1P3 NFAT-BLA reporter, FRET fluorescence, antagonist mode; inhibition, % at 4.98 µM; 170,000 tested, 0.27% active;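 active = inhibition above the plate cutoff, the mean inhibition of test wells on that plate plus 3 SD, cut at about 28% in these data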;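 note: cells challenged with S1P at its EC80 of 0.8 µM; blue over green emission ratio from cleaved BLA substrate after 4 h stimulation; 0% = S1P-stimulated wells and 100% = unstimulated DMSO-only wells; some compounds past the cut are filed as inactive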
# Target sequence (Q99500 whole entry, looked up): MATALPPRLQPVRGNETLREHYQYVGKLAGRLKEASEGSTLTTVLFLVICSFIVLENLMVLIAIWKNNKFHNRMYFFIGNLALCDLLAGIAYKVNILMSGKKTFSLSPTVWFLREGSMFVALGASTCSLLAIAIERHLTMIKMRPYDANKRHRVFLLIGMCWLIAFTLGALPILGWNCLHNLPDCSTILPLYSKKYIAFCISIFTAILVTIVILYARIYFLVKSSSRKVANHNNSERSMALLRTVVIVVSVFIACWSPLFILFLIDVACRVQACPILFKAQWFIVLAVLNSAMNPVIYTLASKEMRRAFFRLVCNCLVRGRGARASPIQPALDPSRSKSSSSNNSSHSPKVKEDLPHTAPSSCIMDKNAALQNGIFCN
# * hit, by the source's call; nt = no result given.
# Results follow in this order: bIAP act	PPARg SRC-2 ag	S1P3 antagonist	PPARg SRC-1 ag	ROMK mod	Lmaj promast	PPARg SRC-3 ag	TR-FRET SRC-2 ct	TLR4 MyD88 comp	DTT redox prof	bIAP inhibitor
CC1(C)Cc2c(sc(NC(=O)COc3ccccc3)c2C#N)C(C)(C)N1
  1	1	-13	-2	nt	-8	5	1742	-1	-1.4	-1
Cc1ccc(NC(=O)C2CCN(S(=O)(=O)c3cccs3)CC2)cc1
  1.1	1	4	0	-0.69	-1	1	1406	-10	0.2	-8
O=C(CCN1CCOCC1)c1ccc2c(c1)OCCO2
  1	3	nt	-3	0.17	100*	-14	1340	9	1.7	5
O=c1[nH]c2cc3c(cc2cc1CN(Cc1cccnc1)C(=S)NCc1ccco1)OCO3
  0.9	5	-5	6	-0.08	-9	2	1619	-15	-0.5	9
CN(C)S(=O)(=O)c1ccc(N2CCCC2)c(C(=O)NCc2ccccc2)c1
  1.1	-7	nt	0	0.3	-6	-5	1547	-6	0.1	-8
COc1ccc(S(=O)(=O)N2CCOC2CNC(=O)C(=O)NCCc2c[nH]c3ccccc23)cc1C (stereo not drawn)
  0.8	2	-5	2	-1.4	36	2	1384	1	0.6	16
COC(=O)C(/C=N/O)NC(=O)c1ccccc1 (stereo not drawn)
  1.1	4	-12	2	0.4	-6	-4	1733	-4	0.5	-12
CC(=O)C1=C(O)C(=O)N(c2ccc(S(N)(=O)=O)cc2)C1c1ccc([N+](=O)[O-])cc1 (stereo not drawn)
  1	-7	nt	-15	nt	-4	-3	1462	-2	2.7	0
COCCCNC(=S)Nc1ccc2nc3n(c(=O)c2c1)CCCCC3
  1.1	-1	-14	3	0.0015	6	1	1491	2	0.5	-6
CN(CC(=O)O)S(=O)(=O)c1ccc2c(c1)n(C)c(=O)c(=O)n2C
  1.1	1	-7	0	0.013	-4	-2	1631	-3	-2.3	-6
CCC(C)NCCC(=O)Nc1ccc(Cl)c(S(=O)(=O)Nc2ccc(Cl)cc2)c1 (stereo not drawn)
  1.1	10	-14	-2	-4.1*	32	5	1686	-2	-1.0	-15
O=C(NC1CCCC1)c1ccccc1-c1ccccc1
  0.9	9	-14	6	0.28	0	0	1470	-6	-0.6	6
COc1ccc(CNC(=O)CN(c2ccccc2)S(=O)(=O)c2ccccc2[N+](=O)[O-])cc1
  0.9	-2	-21	9	-0.82	0	0	1668	-4	0.1	14
Cn1c(O)c(C(C#N)=C2N=c3ccccc3=N2)c2ccccc21
  0.7	14	nt	22*	nt	-3	16	1631	-7	-0.1	32
COc1ccc(S(=O)(=O)CC2(O)CCN(C(=O)CC(C)C)CC2)cc1
  1.1	-2	8	4	-0.026	-8	1	1663	-10	0.1	-7
CC(C)N(Cc1nc(-c2ccccc2)no1)C(=O)CN(C)S(=O)(=O)c1ccccc1
  1	0	1	8	nt	4	2	1496	-9	2.6	3
C/C(CC(C)(C)C1CCCCC1)=N\NC(N)=S
  0.2	3	nt	3	-1.7	100*	8	1488	-8	0.0	nt
COC(=O)c1ccc(NC(=O)CNS(=O)(=O)c2cccs2)cc1
  0.7	-1	nt	-3	-0.52	-6	-6	1233	-10	0.0	32
O=C(CCn1nc(-c2ccccc2)ccc1=O)N1CCCC1
  0.9	5	-3	-3	nt	6	-4	1354	14	0.5	6
N#C/C(=C\N1CCN(Cc2ccc3c(c2)OCO3)CC1)c1nc2ccccc2s1
  1	-1	nt	-2	-0.93	7	-11	1418	11	-0.3	-2
COc1cc(/C=N/NC(=O)CCN2CCN(C(c3ccccc3)c3ccccc3)CC2)ccc1O
  1.1	9	2	-2	nt	29	5	1537	4	0.5	-10
S=C(NCc1ccco1)Nc1cc(Cl)c(Cl)cc1Cl
  1.1	4	3	8	nt	9	-1	1645	7	0.1	-9
COc1ccc(N2CCN(C(=O)c3cc(=O)[nH]c4ccccc34)CC2)cc1
  1.1	-6	-2	-3	0.84	19	-1	1212	6	-1.2	-12
O=C(NN1C(=O)C2C3CCC(O3)C2C1=O)c1ccc(Br)o1 (stereo not drawn)
  0.9	-2	5	2	0.35	-6	2	1668	-2	-0.1	9
CCSc1nnc(-c2ccncc2)o1
  0.9	9	nt	2	nt	-6	18	1660	-14	1.0	10
CC1=NNC(=O)/C1=C\c1cn(-c2ccccc2)nc1-c1ccccc1
  1.3	-3	-3	-1	-0.51	100*	1	1769	7	-1.7	-29
Cc1noc(NS(=O)(=O)c2ccc(NC(=O)CSc3nnc(-c4ccccc4)n3C3CCCCC3)cc2)c1C
  1	1	nt	5	1	-10	-1	1591	-10	0.2	-1
CCC1SC2=NC(C)=C(C(=O)OCC(C)C)C(/C=C/c3ccccc3OC)N2C1=O (stereo not drawn)
  1	-8	nt	-1	nt	39	-2	1510	8	2.9	-4
FC(F)(F)c1cc(-c2ccccc2)nc2ncnn12
  1	6	nt	1	0.054	-4	8	1590	-3	-0.2	4
CCOC(=O)CC1COCCN1C(=O)CCc1nnc(-c2ccsc2)o1 (stereo not drawn)
  1	-10	-11	-7	1	20	4	1502	-10	-0.1	-1
O=C(CN1CCSCC1)N/N=C/c1ccc(F)cc1
  0.9	1	nt	-5	0.19	-3	-4	1594	4	1.1	13
CCN(Cc1cn2cccnc2n1)C1CCCCC1
  0.7	8	4	3	-0.0009	-3	-3	1591	7	0.2	31
CCCc1cc2c(cc1NC(=O)c1ccccc1F)OCO2
  1	4	-7	14	0.23	0	6	1656	-3	-0.4	4
C(=N/Nc1cc(N2CCOCC2)nc(N2CCOCC2)n1)/c1ccccc1
  0.9	-2	4	2	-1.7	-1	0	1406	6	-0.4	15
CCOc1ccc(OCCSc2nnnn2C2CCCCC2)cc1
  0.9	3	-21	2	nt	-5	-2	1623	3	-1.0	12
O/N=C/c1cccn1-c1ccc(O)cc1
  0.9	2	0	-1	nt	-5	-12	1464	-7	3.4	7
COc1ccc(-n2c(SCC(=O)NCc3cccs3)nc3[nH]ncc3c2=O)cc1
  1.3	1	-25	3	-0.77	2	3	1662	-3	-0.9	-33
COCCN(C(=S)Nc1ccccc1OC)C(C)c1cccs1 (stereo not drawn)
  0.7	3	13	3	nt	-1	2	1370	-5	0.6	31
O=C(NNC(=O)c1ccccc1-n1cccc1)c1ccc(F)cc1
  1.2	-8	-12	5	-0.14	0	-6	1404	-3	-0.7	-22
Cc1ccc(S(=O)(=O)N2CCCCC2)cc1NC(=O)COC(=O)c1cc[n+]([O-])cc1
  1.2	1	-10	6	-0.01	-5	2	1537	5	-0.5	-19
Cc1ccc(NC(=O)CCSc2nnc(C)s2)cc1
  1.1	1	nt	-5	-0.03	1	0	1500	7	2.5	-7
COc1ccc(-c2nc(CN3CCCC(C(=O)NC4CCCC4)C3)c(C)o2)cc1 (stereo not drawn)
  1	3	nt	4	nt	4	3	1560	-12	0.5	-4
CCOC(=O)c1c(C)[nH]c(C(=O)CN2C(=O)NC(C)(CC(C)C)C2=O)c1C (stereo not drawn)
  1.1	1	-20	0	0.78	-3	-3	1567	22	-0.1	-8
COc1ccc(C(=O)NCc2ccc(N3CCN(C(=O)OC(C)(C)C)CC3)cc2)cc1
  1	-6	nt	0	nt	-2	12	1737	11	-0.9	3
COC(=O)c1ccccc1NC(=S)N(Cc1ccc2c(c1)OCO2)Cc1cc2cccc(C)c2[nH]c1=O
  0.9	0	-10	9	nt	67*	-5	1529	0	0.6	11
OC(COc1ccc(OCc2ccccc2)cc1)CN1CCCCC1 (stereo not drawn)
  1	12	-21	8	nt	96*	-2	1400	1	-0.4	2
CCN(CC)CCCNC(=O)c1cc2c(-c3ccc(Cl)cc3)nn(C)c2s1
  1.1	-6	-6	6	nt	100*	9	1584	-1	-3.1	-10
COC(=O)C(NC(=O)c1ccccc1C)(Nc1ncc(S(=O)(=O)c2ccc([N+](=O)[O-])cc2)s1)C(F)(F)F (stereo not drawn)
  0.9	3	nt	-1	-0.51	9	10	1544	7	-1.5	5
COCCn1c(C)cc2c(c1=O)C(c1ccco1)C(C#N)=C(N)O2 (stereo not drawn)
  0.9	0	nt	-4	0.41	-2	3	1371	5	0.2	7
COC(=O)CC(c1ccc(OC)c(OC)c1)c1ccc(OC)c(OC)c1
  1	9	-8	-1	0.44	0	0	1557	10	-0.4	1

# Further results:
# Results follow in this order: bIAP act	PPARg SRC-2 ag	S1P3 antagonist	PPARg SRC-1 ag	ROMK mod	Lmaj promast	PPARg SRC-3 ag	TR-FRET SRC-2 ct	TLR4 MyD88 comp	DTT redox prof	bIAP inhibitor
CCC(C)(C)NC(=O)C(c1cccn1C)N(C(=O)Cn1nnc2ccccc21)c1ccc(OC)cc1OC (stereo not drawn)
  1.1	7	nt	6	-3.5*	33	0	1557	-10	-2.0	-11
Cc1cccc(C(=O)Oc2ccc(/C=N/NC(=O)c3ccccc3O)cc2)c1
  1	4	2	2	nt	26	-3	1441	1	-0.5	-2
O=C(NCCCn1ccnc1)c1cc(-c2cccs2)on1
  0.9	-3	-9	6	1.9	7	-10	1452	3	0.0	10
C[C@@H](NC(=O)c1nc[nH]c1C(=O)N[C@@H](CCCCNC(=O)OC(C)(C)C)C(=O)OC(C)(C)C)c1ccccc1
  1.4	12	-4	5	nt	27	11	1811	13	-0.2	-40
ClCc1cc2ccccc2nc1Cl
  1.1	0	-10	5	-1.1	28	8	1906	-4	-0.9	-13
c1ccc(COc2ccc(CNCc3cccs3)cc2)cc1
  0.9	0	nt	-1	-0.66	99*	-4	1409	7	-3.9	8
CN(CP(=O)(O)CN(C)S(C)(=O)=O)S(C)(=O)=O
  1.1	1	8	21*	nt	-3	4	1670	-5	0.3	-6
COC(=O)c1nnn(-c2nonc2N)c1CSCCO
  1	14	-10	-5	nt	-9	6	1518	9	-2.7	2
CCOC(=O)CSc1nnc(-c2ccc(S(=O)(=O)N3CCOCC3)cc2)n1-c1ccccc1
  1.1	7	16	9	nt	-6	2	1667	-2	2.1	-8
CCN1/C(=C/C=C/c2oc3ccc4ccccc4c3[n+]2CC)Oc2ccc3ccccc3c21
  1.1	2	7	1	nt	100*	4	1808	18	0.6	-9
CN(C)C(=O)CSc1nnc(Cc2ccc3c(c2)OCO3)o1
  1.1	6	-5	-1	0.68	-6	8	1494	2	0.0	-14
CCOC(=O)C(C)/C(C)=N/NC(=O)CCC(=O)Nc1cc(C)ccc1C (stereo not drawn)
  0.9	2	-13	2	0.35	-4	4	1587	12	-1.7	7
CN(C)c1ccc(NC(=O)CN2C(=O)CC(c3ccccc3)=Nc3ccccc32)cc1
  0.9	1	9	8	nt	-7	11	1728	9	1.4	7
CN(CCO)c1cnccn1
  1	7	7	5	-0.022	-7	1	1582	4	-1.8	-4
Cc1ccc(C2=C/C(=C/c3cccs3)C(=O)O2)cc1
  0.6	-3	2	-8	nt	38	0	1375	13	-0.2	39
